GSIS activator: GLuc luminescence reporter in INS-1E cells, primary screen for activators of glucose-dependent secretion of insulin | INS-1E GLuc reporter insulin secretion, 2-3 h | activation, % at 16.6 µM | hit rate 0.61% among 370,000 | AID 743287;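 active means lowest replicate activation of at least 40%, so every replicate reaches that level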;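 further: 0% = median of neutral control wells and 100% = median of IBMX positive control wells; some compounds called inactive have numbers as strong as hits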
PglD DTNB: PglD (C. jejuni) enzyme inhibition | purified PglD enzyme, DTNB colorimetric CoA detection | inhibition, % at 12.5 µM | hit rate 0.098% among 360,000 | AID 602405; in the data active means inhibition above about 16%, passing the limit was not always enough; further: strong numbers were not always called active
miR122 inh: miR-122 inhibition in Huh7 cells | Huh7 miR-122 Renilla luciferase sensor, 48 h; neutral wells = 0, positive control = 100 | activation (reporter increase), % at 12.5 µM | hit rate 0.3% among 340,000;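 active means mean replicate activation score at least 90 and every replicate individually at or above 90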;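 further: higher luciferase means less miR-122 activity so hits act as miR-122 inhibitors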
FN deposition inh: fibronectin deposition inhibition; AH1F fibroblasts, Alexa488-fibronectin deposition fluorescence, overnight; inhibition, % at 12.6 µM; hit rate 0.086% among 350,000;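 active means mean inhibition across replicates of 30% or more, regardless of how many single replicates reach that level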;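 further: positive control wells lacked labelled fibronectin entirely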
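Measured by – fluorescence 485/525 nm · System – AH1F fibroblast monolayer, labelled fibronectin deposition · Amount – 10000 cells per well · Buffer or medium – serum-reduced DMEM (2% serum) · Doses – single dose, pinned · Also added – fluorescent fibronectin at 24 nM final · Schedule – 1 h cell attachment, overnight exposure to compound and label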
C2C12 statin: protects C2C12 myotubes from simvastatin toxicity; ATP luminescence, 48 h; scaled: DMSO 0, geranylgeraniol control 100; rescue of ATP level, % at 7.49 µM; hit rate 0.78% among 330,000;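 active means mean ATP rescue above about 67%, or every replicate alone reaching that limit, limit read from the data, passing the limit was not always enough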;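 further: myotubes were challenged with 10 µM simvastatin during compound exposure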
F508del corr: CFTR F508del correction in bronchial cells. CFBE cells, YFP halide quenching; stimulated with forskolin plus potentiator P3; % fluorescence drop versus neutral controls. activity (quench increase), % at 7.58 µM. hit rate 0.36% among 350,000;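 active means mean added fluorescence quench of at least 8% versus neutral control, with both replicates also reaching 8%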;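 further: cells transiently co-express mutant CFTR-F508del with the halide-sensitive YFP; corrector assay measuring rescue of mutant channel to the surface after 24 h compound exposure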
PGC1a acetyl inh: PGC1a acetylation modulation, inhibitor mode | U2OS PGC1a acetylation, AlphaScreen anti-acetyl-lysine; with virally co-expressed GCN5 acetyltransferase | hit rate 0.17% among 350,000 | inhibition, % at 15.6 µM | AID 651687;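 active means every replicate shows inhibition of at least 40%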;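 further: 0% = neutral control wells and 100% = positive control wells; some results beyond the cut were filed as inactive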
Cneo AK release: Cryptococcus neoformans lysis via adenylate kinase release. C. neoformans lysis, adenylate kinase release luminescence, 4 h; normalised: neutral wells 0, clomiphene wells 100. lysis activity, % at 15 µM. hit rate 0.2% among 360,000;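 active means mean lysis activity across replicates of at least 80%, whatever share of replicates individually reach that level; inactive means mean lysis activity below 80%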
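Material: C. neoformans cells | Amount: Yeast cell density of 5 × 10^6 cells/mL | Medium: Fresh YPD growth medium | Dosing: Single dose | Times: Static 4 h at 37 °C with compound, 1 h detection | Detection: AK luminescence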
Numbers without * were called inactive; . = not tested or not shown; & = joins results of further samples; [ ] = remark or other dose. Rows were taken by chance (roughly 2.1% active in at least one column).

SMILES,GSIS activator,PglD DTNB,miR122 inh,FN deposition inh,C2C12 statin,F508del corr,PGC1a acetyl inh,Cneo AK release
CC=Cc1ccc2n(c1=O)C[C@@H]1[C@@H](CO)[C@H](C(=O)OC)N(CCc3ccccc3)[C@H]21 (mixture of isomers),0,0,.,.,20,.,.,-4
C[C@@H]1CCCCO[C@@H](CN(C)C(=O)Nc2ccccc2)[C@H](C)CN([C@@H](C)CO)C(=O)c2cc(NC(=O)C3CCCCC3)ccc2O1,-18,-1,-5[16.7 µM],4,.,1.1,5,-6
COc1cccc(NC(C)C(=O)N2CC(C)OC(C)C2)c1 (stereo not given),.,8,-4,1,-3,.,1,0
COc1ccc(N/C=C(\C2OC(=O)c3ccccc32)[N+](=O)[O-])cc1 (stereo not given),6,6,-2,-2,6,0.9,-21,-5
COc1ccc(C(=O)COC(=O)c2nc3nccc(C)n3n2)cc1F,0,1,2,5,1,0.9,7,0
O[C@H]1C[C@H](c2ccc(Cl)cc2)N(CC2CCCCC2)C[C@@H]1n1cc(C2CC2)nn1,17,-2,-4,-6,27,-1.6,2,-2
O=C(NC1CCCCC1)N[C@@H]1CC[C@H](CCNS(=O)(=O)c2ccc(F)cc2)O[C@H]1CO,-4,3,.,.,-4,-1.2,-17,-2
Cc1ccccc1CSc1nc2ccccc2c(=O)n1C,2,-1,-3,-10,6,0.3,2,1
O=C(C1=C[C@@H](C2CC2)C[C@@H](OCc2ccc(CO)cc2)O1)N1CCOCC1,-5,4&5,2,11,4,1.7&-2.4,-2&-6,-2&-1
COc1ccc(S(=O)(=O)N(C)C[C@H]2Oc3cc(C#CC4CCCC4)ccc3S(=O)(=O)N([C@H](C)CO)C[C@H]2C)cc1,-3,-2,41[16.7 µM],-8,-95,-4.3,9,49
COc1ccccc1-c1cnc2c(c1)C(=O)N([C@H](C)CO)C[C@H](C)[C@H](CN(C)C)O2,30,-2,-1[16.7 µM],0,6,-1.8,12,-4
COc1ccc(OC(=O)c2cccc([N+](=O)[O-])c2)c(C(=O)/C=C/c2cccs2)c1,.,3,-2,.,8,.,4,1
CCC1(C)NC(C(=O)O)Cc2c1[nH]c1ccccc21 (stereo not given),-7,0,3,-3,3,1.8,15,-4
C#Cc1cccc(C(=O)N2CCCC(CCC(=O)NCc3ccccc3F)C2)c1 (stereo not given),10,2,-2,-1,-6,-1.4,-2,1
CCC(=O)NC(=S)Nc1ccccc1F,.,4,-2,.,-19,.,-1,-1
COc1ccc(S(=O)(=O)N(C)C[C@@H]2OCCCC[C@H](C)Oc3ccc(NC(=O)NC(C)C)cc3C(=O)N([C@H](C)CO)C[C@@H]2C)cc1,-10,2,5[16.7 µM],.,.,-2.0,1,-4
O=C(NCCc1ccccc1)c1ccc(-c2ccc(F)cc2)o1,-34,1,-1,6,4,4.8,-2,2
COCCNc1nc(-c2cc(C)n(CCc3ccc(OC)cc3)c2C)cs1,-6,-1,33,-7,8,1.4,-1,2
CCc1noc(C)c1C(=O)N1CCN(S(=O)(=O)c2ccc(Cl)cc2)CC1,9,-6,6,.,-1,0.1,7,-1
COc1ccc(S(=O)(=O)Nc2ccc3c(c2)C(=O)N([C@@H](C)CO)C[C@H](C)[C@H](CN(C)S(=O)(=O)c2ccc(F)cc2)OCCCC[C@H](C)O3)cc1,-13,0,-12[16.7 µM],.,174*,0.0,-15,6
O=C(OCCN1CCOCC1)c1ccccc1Cl,-6,0,1,6,-3,.,.,6
O=C(CSc1nncn1-c1ccccc1F)NC1CC1,.,-3,.,2,0,-3.8,6,1
Cc1cc(C(=O)Nc2cccc3c2O[C@@H](CN(C)S(=O)(=O)c2c(C)noc2C)[C@@H](C)CN([C@H](C)CO)C3=O)n(C)n1,29,-1,78[16.7 µM],-5,-4,0.4,10,-5
O=C(Nc1ccc2c(c1)N(Cc1ccccc1)C(=O)c1ccccc1S2)NC1CC1,.,3,8,0,8,.,8,4
CC(C)C(c1nnnn1C(C)(C)C)N1CCOCC1 (stereo not given),.,-1,-6,-3,.,.,21,1
CCC(=O)Nc1ccc2c(c1)C(=O)N(C)C[C@@H](OC)[C@@H](C)CN(C(=O)Cc1ccccn1)[C@H](C)CO2,13,0,.,0,3,1.8,3,-5
Cc1ccc(C(=O)N/N=C/c2cccc(OC(=O)/C=C/c3ccco3)c2)cn1,-11,.,-3,2,.,2.0,-3,.
COc1cccc(S(=O)(=O)Nc2ccc3c(c2)OC[C@H](C)N(Cc2ccccc2F)C[C@@H](C)[C@H](OC)CN(C)C3=O)c1,-14,.,.,-8,4,-0.8,1,.
CN1CN(C)c2ccc([N+](=O)[O-])c3cccc1c23,-9,-5,.,0,13,-1.3,2,0
COc1ccccc1N1CCN(C(=O)C(=O)N/N=C/c2cccc(O)c2)CC1,26,2,-1,-10,96*,.,7,-1
CN(C(=O)COC(=O)c1ccc2c(=O)n3c(nc2c1)CCC3)C1CCS(=O)(=O)C1 (stereo not given),10,-1,.,-5,.,0.4,-1,5
O=C(Cn1ncc2c3ccccc3n(Cc3ccc(F)cc3)c2c1=O)N1CCN(c2ncccn2)CC1,.,6,-3,-4,57,.,-2,-1
O=C(Nc1ccccc1)C1=C[C@H](C2CCCCC2)C[C@H](OCc2ccc(CO)cc2)O1,-23,-2&-4,7,-2,1,5.1&-2.2,-1&-4,54&-1
Cc1noc(C)c1NC(=O)Nc1ccc2c(c1)C(=O)N([C@@H](C)CO)C[C@@H](C)[C@H](CN(C)Cc1ccncc1)OCCCC[C@@H](C)O2,5,-2,-1[16.7 µM],.,.,-0.2,-5,-1
COCCN1C[C@@H](CO)O[C@@H](n2cnc3c(NC(C)C)ncnc32)C1,.,4,-6,1,15,-1.3,.,-1
C/C(N)=C(/C#N)C(=O)CSc1cc(C)c2cc(C)cc(C)c2n1,-27,2,-2,-2,1,0.0,2,3
CCCS(=O)(=O)NC(=O)C1(C)CCCN(C(=O)c2c(F)cccc2F)C1 (stereo not given),.,3,2,2,7,0.3,1,2
C[C@H]1CN([C@@H](C)CO)C(=O)c2cccc(NC(=O)Nc3ccc4c(c3)OCO4)c2O[C@H]1CN(C)C(=O)NC1CCCCC1,-17,1,3[16.7 µM],.,-6,2.8,8,-13
Cc1ccc(S(=O)(=O)NCCN2CCOCC2)cc1,.,-3,-1,1,11,.,5,1
O=C(NCc1ccco1)c1ccc(CS(=O)Cc2cccc(Cl)c2)o1 (stereo not given),31,4,1,1,6,0.6,-3,3

Overlap with the part before: 4 entries; new compounds follow.
SMILES,GSIS activator,PglD DTNB,miR122 inh,FN deposition inh,C2C12 statin,F508del corr,PGC1a acetyl inh,Cneo AK release
CCCS(=O)(=O)NC(=O)C1(C)CCCN(C(=O)c2c(F)cccc2F)C1 (stereo not given),.,3,2,2,7,0.3,1,2
C[C@H]1CN([C@@H](C)CO)C(=O)c2cccc(NC(=O)Nc3ccc4c(c3)OCO4)c2O[C@H]1CN(C)C(=O)NC1CCCCC1,-17,1,3[16.7 µM],.,-6,2.8,8,-13
Cc1ccc(S(=O)(=O)NCCN2CCOCC2)cc1,.,-3,-1,1,11,.,5,1
O=C(NCc1ccco1)c1ccc(CS(=O)Cc2cccc(Cl)c2)o1 (stereo not given),31,4,1,1,6,0.6,-3,3
CO[C@@H]1CN(C)C(=O)c2ccc(NC(=O)Nc3cccc(F)c3)cc2OC[C@H](C)NC[C@@H]1C,-9&1,0,.,-5&12,-10,-0.7,-6,2
CCOc1ccc(NS(=O)(=O)c2ccc3[nH]c(=O)[nH]c3c2)cc1,-8,-2,0,6,-6,3.2,-2,-1
O=C(CSc1nccn(-c2ccc3c(c2)OCCO3)c1=O)Nc1ccccc1,-19,.,.,-9,12,-0.7,.,.
O=C(C[C@@H]1C[C@H]2c3cc(NS(=O)(=O)c4ccccc4)ccc3O[C@H]2[C@H](CO)O1)NCC1CC1,8,0,1[16.7 µM],-14,3,3.4,-3,1
COc1ccc(S(=O)(=O)Oc2cccc(/C=N/N=C3/NC(=O)C(CC(=O)O)S3)c2)cc1 (stereo not given),-9,.,.,-2,.,-1.4,0,.
C[C@@H]1CN([C@@H](C)CO)C(=O)CCCn2nncc2CO[C@H]1CN(C)Cc1cccc(C(=O)O)c1,0,6,-3[16.7 µM],3,2,0.1,-6,-4
CC(C)NC(=O)N(C)C[C@H]1Oc2ccc(NC(=O)Nc3ccccc3)cc2C(=O)N([C@@H](C)CO)C[C@@H]1C,-2&9,0&-4,2[16.7 µM],0,7&-5,-1.9&-1.4,6,5&-2
COC(=O)C[C@@H]1C[C@@H]2c3cc(NC(=O)Cc4ccncc4)ccc3O[C@@H]2[C@H](CO)O1,-1,4,-5[16.7 µM],-29,2,-2.6,1,0
CCc1c(O)nc2sc3ccccc3n2c1=O,4,5,-8,.,14,.,6,-3
COCCCN1C(=O)N(c2ccc(F)cc2)C(=O)C1CC(=O)Nc1ccc(OC)cc1 (stereo not given),-5,-2,-3,3,25,1.8,-1,0
Cc1ccc(S(=O)(=O)N2[C@@H](c3ccc4c(c3)OCO4)C(C(=O)O)=C[C@H]2CC2CCCC2)cc1,-1,2,22,1,-9,-0.8,1,1
CCC(NC(=O)c1cc(COc2cc(C)c(Cl)c(C)c2)on1)c1ccncc1 (stereo not given),-19,1,-1,-3,58,2.4,.,-2
CS(=O)(=O)N1CCC(C(=O)NCCN2CCN(Cc3ccccc3)CC2)CC1,-3,-5,.,.,-5,0.8,6,1
COc1cc2c(cc1OC)CN(C(=O)CNS(=O)(=O)c1ccc(C)c(C)c1)CC2,55*,.,-5,-10,3,1.7,-7,.
C[C@@H]1CN([C@@H](C)CO)S(=O)(=O)c2ccc(C#CC(C)(C)O)cc2O[C@H]1CN(C)C(=O)C1CCC1,-6,0,6[16.7 µM],2,.,-1.0,4,47
COc1ccccc1N1CCN(C(=O)CNS(=O)(=O)c2ccc(Br)s2)CC1,11,-5,5,-1,42,2.0,10,2
CCOc1ccc(NC(=O)CNC(=O)c2ccco2)cc1,13,-6,1,10,-14,0.9,.,-2
